Assay outcomes (PubChem BioAssay)
MCF10A rerep: induces DNA re-replication in MCF 10a normal breast cells | hit rate 2.9% among 350,000 | Potency, µM (highest dose often 46.1 µM), without a hit: top-dose activity, positive = re-replication, hits mostly activators | MCF 10A DNA re-replication, Hoechst nuclear intensity, 48 h; also: potency is read from the fitted curve at half-maximal effect; % of control where 0% means no effect; nearly all actives have a fitted effect of over 50% in size
KB-3-1 tox: KB-3-1 parental cell cytotoxicity; KB-3-1 viability, CellTiter-Glo ATP luminescence, 72 h; Potency, µM (titrated, usually from 46.1 µM), inactives show at the top dose activity change, negative = cytotoxic, most hits filed as cytotoxic; hit rate 1.4% among 400,000; also: potency is read from the fitted curve at half-maximal effect; % is scaled to controls: 0 for no effect and ±100 for the full control effect; nearly all actives have a fitted effect of over 60% in size
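Multi-concentration cytotoxicity screen in KB-3-1 cells grown in DMEM lacking phenol red with 10% FBS. After 72 h at 37 °C with compound, ATP-dependent luminescence was recorded.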
D3 ag: activates the human D3 dopamine receptor. D3R DiscoveRx beta-arrestin cells, luminescence, 90 min. max activation, %. hit rate 0.58% among 410,000; in the data active = max activation above about 30%; also: 0% is about no effect; mostly tested at two doses, the higher about 12 µM
Target sequence (P35462 whole entry, looked up): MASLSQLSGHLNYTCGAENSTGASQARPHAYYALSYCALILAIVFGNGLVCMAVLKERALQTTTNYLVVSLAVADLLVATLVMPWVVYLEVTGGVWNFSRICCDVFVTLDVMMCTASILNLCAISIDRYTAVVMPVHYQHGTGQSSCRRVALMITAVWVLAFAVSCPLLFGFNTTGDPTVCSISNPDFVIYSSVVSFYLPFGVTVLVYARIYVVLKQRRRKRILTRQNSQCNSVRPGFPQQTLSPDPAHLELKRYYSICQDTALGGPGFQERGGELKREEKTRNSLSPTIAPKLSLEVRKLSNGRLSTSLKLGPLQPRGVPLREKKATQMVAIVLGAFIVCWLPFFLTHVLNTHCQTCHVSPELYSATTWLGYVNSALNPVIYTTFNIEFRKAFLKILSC
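Agonist-mode cell screen: cells plated at 1500/well and incubated overnight at 37 °C, then exposed to library compounds for 90 min at 37 °C. Detection reagent was added for 30–60 min at room temperature, and luminescence was read.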
GLP1R cytotox: cytotoxicity counter-screen for GLP-1 receptor inverse agonists; HEK293 cAMP-luciferase reporter cells, luminescence, 24 h; Potency, µM (highest dose often 38.3 µM), without a hit: at the top dose activity change, negative = inhibition, hits mostly inhibitors; AID 624418; hit rate 0.13% among 410,000;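 also: loss of luciferase light is scored as toxicity; potency is read from the fitted curve at half-maximal effect; % is scaled to controls: 0 for no effect and ±100 for the full control effect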
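MLSMR compounds, 24 hr on cells at 37 deg C/5% CO2; luminescence after luciferase reagent (12 min RT). Inhibition counted as the undesired cytotoxic outcome.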
HT1080 IDH1KD tx: kills HT-1080 cells with IDH1 knockdown; HT-1080 IDH1 knockdown viability, ATP luminescence, 48 h; AID 686971; Potency, µM (doses to about 46.1 µM), for the others: at the top dose activity, negative = toxicity, most hits filed as cytotoxic; hit rate 2% among 360,000;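 also: potency is read from the fitted curve at half-maximal effect; 0% = DMSO wells and -100% = cell-free medium wells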
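Cytotoxicity counter-line: IDH1KD HT-1080, 48 h, CellTiter-Glo. Curves classed by r2, magnitude and activity.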
IL-1B inflam inh: inhibitors of inflammasome signaling (IL-1 beta secretion). THP-1 LPS/ATP IL-1B secretion, AlphaLISA, 16 h; stronger effect = lower value. activity change, % at 57.5 µM. hit rate 4.7% among 360,000; in the data active = activity change below about -50%; inconclusive = mostly about -30% to -49%; also: % is scaled to controls: 0 for no effect and ±100 for the full control effect
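Secreted IL-1B measured by AlphaLISA bead assay after 16 h compound exposure of THP-1 cells; compounds (final up to 57.5 uM) added 1 h before LPS (250 ng/mL) and ATP (1.25 mM) stimulation; lower signal means less secretion.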
SW480 rereplic: induces DNA re-replication in SW480 colon adenocarcinoma cells | SW480 DNA re-replication, Hoechst DNA content imaging, 48 h | hit rate 1.8% among 340,000 | AID 624297 | Potency, µM (top dose mostly 46.1 µM), inactives show top-dose re-replication activation, actives largely listed as activators; also: potency is read from the fitted curve at half-maximal effect; % of control where 0% means no effect; nearly all actives have a fitted effect of over 55% in size
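Compounds, transferred as 23 nL by pin tool, were incubated with cells for 48 hr; DNA content per nucleus was then quantified by Hoechst staining and fluorescence plate imaging.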
KB-V1 cytotox: kills drug-selected multidrug resistant KB-V1 cells; KB-V1 MDR cells viability, CellTiter-Glo, 72 h; hit rate 3.4% among 400,000; Potency, µM (titrated, usually from 46.1 µM), for the others: at the top dose activity change, negative = cytotoxicity, usual class: cytotoxic; also: potency is read from the fitted curve at half-maximal effect; % is scaled to controls: 0 for no effect and ±100 for the full control effect; nearly all actives have a fitted effect of over 60% in size
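Potencies derive from concentration-effect curves fitted to normalized luminescence (CellTiter-Glo) of KB-V1 cells treated for 72 h at 37 degrees C in phenol-red-free DMEM containing 10% FBS.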
HT1080NT lethal: kills 2HG-producing HT-1080-NT fibrosarcoma cells; HT-1080-NT fibrosarcoma viability, CellTiter-Glo ATP luminescence, 48 h; Potency, µM (top dose mostly 46.1 µM), without a hit: top-dose activity, negative = less viability, actives largely listed as cytotoxic; hit rate 1.6% among 360,000; AID 686970;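 also: NT is the 2HG producing partner of a matched IDH1 knockdown line; potency is read from the fitted curve at half-maximal effect; 0% = DMSO-treated cells and -100% = media-only wells without cells; nearly all actives have a fitted effect of over 55% in size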
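Toxicity toward the 2HG-producing NT line was scored as %Activity, normalised to DMSO and no-cell wells, from CellTiter-Glo luminescence after 48 hours' treatment.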
* hit, by the source's call; ? = inconclusive; / = no result given; & = joins results of further samples; [ ] = dose if it differs, or a comment. Unless noted, calls follow the shape of the dose curve; as a rule, active = well fitted curve in the direction sought with a large enough effect; inconclusive = small, poorly fitted or top-dose-only effect, or another doubt; inactive = no such curve, though single readings can be large; an effect the other way counts as inactive or inconclusive.

Sequence of screens: HT1080NT lethal	SW480 rereplic	KB-3-1 tox	GLP1R cytotox	IL-1B inflam inh	KB-V1 cytotox	D3 ag	HT1080 IDH1KD tx	MCF10A rerep
CCOc1cc2[nH]c(=O)n(CCCC(=O)N(C)Cc3ccccc3)c(=O)c2cc1OCC
    13%	6%	19%	8%	-8	?	-2	6%	2%
Cc1ccc(C(=O)Nc2cccc(NC(=O)CN3CCCCC3)c2)cc1
    -11%	-19%	-24%	12%	-7	?	-9	-18%	?
CCOC(=O)c1[nH]c(C)c(C(=O)NC2CCCC2)c1C
    8%	-1%	9%	7%	13	1%	0	14%	-3%
O=Cc1ccc(Oc2cc(-c3ccccc3)nc(-c3ccccc3)n2)cc1
    0%	13%	0%	-6%	?	-17%	-8	-3%	17%
CCCCC(=O)Nc1ccc(N2CCN(C(=O)CC)CC2)cc1
    10%	-2%	6%	7%	28	6%	4	5%	-8%
Cc1ccc(C(=O)NCC(=O)N(C)Cc2ccccc2C)s1
    18%	/	-2%	-8%	-11	-36%	12	9%	/
COc1cccc(N2CCN(c3ncccn3)CC2)c1
    0%	-8%	1%	-5%	5	?	6	0%	-1%
CCCCN1C(=O)N(C)C2NC(=S)NC21 (stereo not drawn)
    7%	-9%	5%	0%	6	0%	-12	8%	17%
COc1ccc(-n2c(=O)c(CCC(=O)NCCc3ccccc3F)nc3ccccc32)cc1
    -1%	-5%	-9%	-10%	-25	-22%	2	0%	-9%
Cc1ccc(C2C3CN(C(C)C)CC=C3C(C#N)=C(N)C2(C#N)C#N)cc1 (stereo not drawn)
    -6%	-7%	16%	149%[activator]	-3	11%	-11	-7%	2%
COc1ccc(CNC(=O)c2cc(-c3cc(C)cc(C)c3O)n[nH]2)cc1
    -4%	?	1%	-29%	-68*	0%	-1	-3%	?
CC(C)Cc1cc(C(=O)NCc2cccnc2)no1
    -2%	-8%	-8%	11%	15	-19%	-19	3%	0%
Cc1c(NC(=O)c2coc(=O)c(Br)c2)c(=O)n(-c2ccccc2)n1C
    ?	0%[9.22 µM]	?	?	-72*	?	-8	?	?
Cc1nc(N2C(=O)C(=O)/C(=C(/O)c3ccccc3)C2c2ccco2)sc1C (stereo not drawn)
    -6%	-2%	-1%	-23%	1	-8%	2	-5%	-6%
Cc1ccccc1-c1nnc(NC(=O)c2ccc(N3C(=O)CCC3=O)cc2)s1
    18%	-11%	25%	1%	-22	22%	-7	6%	19%
CCC(C)(C)NC(=O)CN(C(=O)c1snc(C(N)=O)c1N)c1ccc(OC)c(OC)c1
    12%	-5%	-2%	-3%	3	0%	0	14%	19%
Cn1cc(CNC(=O)c2sc3cccc(Cl)c3c2Cl)cn1
    15%	-2%	15%	2%	23	0%	-1	4%	?
Cc1ccc(S(=O)(=O)n2ccc(-c3ccc(OCc4c(F)cccc4Cl)cc3)n2)cc1
    12%	5%	-1%	7%	-12	-27%	2	6%	22%
CC(C)CCNC(=O)c1ccccc1NC(=O)C1=CSCCO1
    2%	-13%	-16%	-7%	-21	0%	-10	10%	14%
CC(=O)c1ccc(NC(=O)CSc2nc3nc(C)cc(C)n3n2)cc1
    4%	1%	0%	-10%	0	2%	1	6%	11%
O=C(CN1C(=O)c2cccc3cccc1c23)NCc1ccncc1
    -3%	-3%	-7%	56%[activator]	11	6%	4	3%	17%
Cc1cccc2c(=O)c(-c3ccc4c(c3)OCO4)c(NC(=O)c3ccco3)oc12
    -6%	-1%	-21%	-16%	15	-16%	2	-12%	2%
Cc1ccc(-c2nc3ncccc3o2)cc1NC(=O)c1ccc(-c2ccc(Cl)cc2)o1
    /	/	8%	-14%	/	-4%	1	/	/
O=C(NCc1cc(C(F)(F)F)cc(C(F)(F)F)c1)C1CC(c2c(Cl)cccc2Cl)=NO1 (stereo not drawn)
    -3%	-6%	?	-2%	-50*	?	13	-13%	-9%
O=C(c1cccc2ccccc12)N1CCC(N2CCN(c3ccccc3)CC2)CC1
    0%	-19%	-2%	?	-8	-5%	75*	-3%	8%
O=C(NCc1ccc(Cl)cc1)C1CCN(C(=O)c2ccc(Cl)cc2)CC1
    -3%	?	-4%	5%	-13	?	-12	-7%	16%
COc1cccc(CNC(=O)C2CCN(S(=O)(=O)c3cccc4nonc34)CC2)c1
    -17%	-8%	3%	13%	-18	?	-3	-1%	-8%
CCC(C)OC(=O)C1=C(C)NC(=O)CC1c1ccccc1OC (stereo not drawn)
    -5%	12%	-24%	-5%	-19	?	-7	-2%	7%
CC(C)(C)n1nnnc1CN1CCN2CCCC2C1 (stereo not drawn)
    9%	3%	-1%	0%	2	-6%	-4	21%	12%
Cc1nc2nc(N)nn2c(C)c1C/C=C/c1ccccc1
    6%	-1%	15%	-8%	27	8%	6	4%	6%
COCOCCn1cc(CN2CCS(=O)(=O)N(Cc3ccc(-c4ccc(C)cc4)cc3)C(CC(C)C)C2=O)nn1 (stereo not drawn)
    -20%	/	?	2%	-21	?	0	-6%	/
Cc1ccc(C(=O)N2CC(=O)Nc3ccc(Br)cc3C2c2ccc(F)cc2)cc1C (stereo not drawn)
    /	/	-28%	-10%	/	?	7	/	/
COc1ccc(CN2C[C@@H](CO)O[C@@H](n3cnc4c(NC5CC5)ncnc43)C2)cc1
    3%	/	0%	-19%	-4	2%	5	8%	/
CC(C)=NNc1nc(-c2ccc(N3C(=O)CCC3=O)cc2)cs1
    -4%	-12%	0%	5%	/	-2%	3	-17%	-13%
O=C(COC(=O)C1(c2ccccc2F)CCCC1)N1CCNC1=O
    10%	-549%[inhibitor]	1%	-11%	2	0%	0	0%	-5%
Cc1nc2ccccc2n(CC(=O)Nc2cc(Cl)cc(Cl)c2)c1=O
    -13%	22%	-19%	0%	13	-10%	-6	-17%	10%
COc1ccc(OC)c(NC(=O)CCNS(=O)(=O)c2ccc3c(c2)oc(=O)n3C)c1
    -4%	-3%	-2%&18%	-12%	5	2%&1%	7&6	2%	-6%
Cc1n[nH]c(C)c1CN(C)C(=O)C1CCC(=O)N(CCc2cccc(F)c2)C1 (stereo not drawn)
    16%	-7%	25%	-4%	5	?	-3	16%	-6%
O=C1CNC(=S)N1C(CO)c1ccccc1 (stereo not drawn)
    16%	-4%	2%	2%	0	18%	4	30%	0%
O=c1cc2c(nn1Cc1ccccc1)-c1ccccc1CC2
    6%	-8%	-5%	8%	0	1%	0	21%	-6%
O=c1[nH]c(=O)n(Cc2ccco2)c2c1C(C(F)(F)F)(C(F)(F)F)N=C(c1ccco1)N2
    -1%	-6%	-22%	-8%	28	-26%	1	2%	251%[0.0737 µM]
CCOC(=O)C1=C(CS(=O)(=O)c2ccc(C)cc2)NC(=O)NC1c1cc(OC)c(O)c(OC)c1 (stereo not drawn)
    -3%	-14%	26%	-4%	-12	21%	2	4%	10%
Cc1ccc(-c2n[nH]c(=O)c3ccccc23)cc1S(=O)(=O)NC(C)(C)C
    -4%	-13%	-22%	-2%	12	-23%	10	-16%	-10%
CCN(C(=O)COC(=O)c1cccc(S(=O)(=O)N(C)C)c1)c1c(N)n(Cc2ccccc2)c(=O)[nH]c1=O
    1%	-4%	-2%	-4%	17	-1%	0	-10%	-8%
Cc1ccc(Oc2ccc(NS(=O)(=O)c3cccc(C(=O)O)c3)cc2)cc1
    -5%	-6%	1%	1%	29	14%	0	-4%	-58%[inhibitor]
CN(Cc1ccccc1)c1cc2c(c3c1ccn3C)C1CCC2O1 (stereo not drawn)
    -27%	/	-6%	-5%	-2	-7%	-8	?	/
C=CCN(C)CC/C=C1\c2ccccc2CSc2ccccc21
    ?	0%[9.22 µM]	-1%	?	-18	-9%	-6	-26%	8%
CC(=O)Nc1ccc(N2CCN(Cc3ccccc3)CC2)cc1
    1%	5%	0%	-5%	-9	0%	-14	7%	1%
Cc1cc(NC(=O)Cn2cnc3c(cnn3C(C)(C)C)c2=O)no1
    0%	-6%[9.22 µM]	5%	3%	6	0%	-8	-3%	-1%
Cc1ccc(-n2c(CCC(=O)O)ccc2-c2cccs2)cc1Cl
    /	/	5%	1%	/	?	-1	/	/

More structures.
Sequence of screens: HT1080NT lethal	SW480 rereplic	KB-3-1 tox	GLP1R cytotox	IL-1B inflam inh	KB-V1 cytotox	D3 ag	HT1080 IDH1KD tx	MCF10A rerep
CC(C)(C)NC(=O)C(OC(=O)c1ccco1)c1ccc(Cl)cc1 (stereo not drawn)
    0%	-5%	0%	-4%	5	3%	-5	3%	-2%
CCNC(=S)N(Cc1ccco1)Cc1cc2cc3c(cc2[nH]c1=O)OCCO3
    -7%	-4%	-1%	-9%	46	-2%	-1	-6%	2%
O=c1c2ccccc2c(C=Nc2ccc(S(=O)(=O)N3CCCCC3)cc2)c(O)n1-c1ccc(Cl)cn1
    0%	-65%[inhibitor]	13%	84%[activator]	0	-24%	-9	0%	18%
COc1ccccc1NS(=O)(=O)c1cc([N+](=O)[O-])ccc1N/N=C/c1sc(N2CCOCC2)nc1-c1ccccc1
    2%	15%	3%	-3%	2	-1%	-16	-1%	-4%
COc1ccc(/C=C\C(=O)CC(O)(c2ccccc2)C(F)(F)F)cc1 (stereo not drawn)
    ?	1%	-4%	4%	-74*	?	-12	11µM*	-4%
CCCCc1c(Cc2ccccc2)ncn1CCc1ccccc1OC
    ?	/	21µM*	?	-58*	18µM*	-5	18µM*	/
CCOc1ccccc1NC(=O)COC(=O)c1cc(C(=O)OC)cc([N+](=O)[O-])c1
    4%	3%	-5%	13%	0	-5%	-17	18%	8%
CCOc1ccc2[nH]c3nc(SCC(=O)NC4CCCC4)nnc3c2c1
    10%	24%	?	-11%	37	0%	-1	0%	3%

No enrichment for hits. Share with any hit: about 11%.
